High-throughput results: PubChem, several laboratories
proCasp7 act = counter-screen: procaspase-7 (human) activation. P55210. recombinant procaspase-7, Ac-DEVD-pNA absorbance 405 nm; D23A/D198A/D206A triple mutant, cannot self-cleave; scale: DMSO 0, 5 µM enzyme 100. activation, % at 8.5 µM. actives 0.093% (n = 330,000);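 active = percent activation above the screen-wide mean plus 3 SD, cut at about 25% in these data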
Target sequence (P55210 whole entry D23A/D198A/D206A): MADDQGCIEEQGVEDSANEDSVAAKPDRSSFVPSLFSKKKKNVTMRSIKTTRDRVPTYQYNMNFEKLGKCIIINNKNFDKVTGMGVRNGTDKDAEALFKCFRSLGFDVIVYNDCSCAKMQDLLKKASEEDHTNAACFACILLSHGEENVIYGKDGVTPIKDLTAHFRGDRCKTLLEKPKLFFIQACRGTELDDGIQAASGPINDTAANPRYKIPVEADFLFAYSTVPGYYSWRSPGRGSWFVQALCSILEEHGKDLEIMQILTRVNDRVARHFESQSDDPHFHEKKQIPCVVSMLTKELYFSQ
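Material: Procaspase-7 triple mutant (PC-7 D3A) | Quantity: 2 µM procaspase-7 mutant as dispensed | Reagent: DEVD-pNA substrate | Times: 1 h preincubation, 2 h reaction | Technique: 405 nm absorbance of p-nitroaniline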
RPL19A TOR yeast = yeast TOR pathway RPL19A-GFP modulation; actives 0.3% (n = 330,000); S. cerevisiae RPL19A-GFP strain, flow cytometry, 3 h; hits give low values; percent response vs DMSO, % at 10 µM;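 active = percent response vs DMSO below 50%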;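 also: median channel GFP fluorescence of the barcoded RPL19A-GFP strain; ratio of sample median GFP to plate DMSO average so 100% = DMSO; lower means less RPL19A-GFP as with rapamycin TOR inhibition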
MEP2 TOR yeast = modulators of TOR pathway MEP2-GFP in S. cerevisiae; S. cerevisiae MEP2-GFP strain, flow cytometry GFP, 3 h; 100% = DMSO control level; GFP response vs DMSO, % at 10 µM; actives 0.51% (n = 330,000); AID 2016;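 active = GFP response versus DMSO above a set limit, roughly screen mean plus 3 SD, cut at about 180% in these data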;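 also: median GFP fluorescence of the barcode-gated MEP2-GFP cells per well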
AGP1-GFP MLPCN = yeast TOR pathway AGP1-GFP modulation | S. cerevisiae AGP1-GFP multiplex flow cytometry, 3 h; GFP as percent of DMSO wells | GFP response vs DMSO, % at 10 µM | actives 0.02% (n = 320,000) | AID 2066;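 active = GFP response relative to DMSO above a set limit, near screen average plus 3 SD, cut at about 150% in these data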;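 also: median GFP channel fluorescence of the gated AGP1 strain per well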
LAP4-GFP MLPCN = yeast TOR pathway LAP4-GFP modulation | S. cerevisiae LAP4-GFP multiplex, flow cytometry GFP, 3 h; median GFP as percent of DMSO wells | GFP response vs DMSO, % at 10 µM | actives 0.34% (n = 320,000);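 active = GFP response vs DMSO above a set limit, about the screen mean plus 3 SD, cut at about 150% in these data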
CIT2-GFP yeast = yeast TOR pathway CIT2-GFP modulation; S. cerevisiae CIT2-GFP strain, flow cytometry, 3 h; 100 means same as DMSO wells; GFP response vs DMSO, % at 10 µM; actives 0.065% (n = 320,000);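 active = GFP response relative to DMSO above a set limit, near the screen mean plus 3 SD, cut at about 150% in these data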;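 also: ratio of well median GFP fluorescence to mean of DMSO wells on the plate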
procasp3 activ = activates human procaspase-3 | P42574 | recombinant procaspase-3 D3A, Ac-DEVD-pNA absorbance 405 nm | activation, % at 8.5 µM | actives 0.11% (n = 330,000);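 active = activation above the mean of all tested compounds plus 3 SD, cut at about 21% in these data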;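 also: 0% = DMSO alone and 100% = DMSO wells spiked with extra 5 µM PC-3 D3A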
Target sequence (P42574 whole entry D9A/D28A/D175A): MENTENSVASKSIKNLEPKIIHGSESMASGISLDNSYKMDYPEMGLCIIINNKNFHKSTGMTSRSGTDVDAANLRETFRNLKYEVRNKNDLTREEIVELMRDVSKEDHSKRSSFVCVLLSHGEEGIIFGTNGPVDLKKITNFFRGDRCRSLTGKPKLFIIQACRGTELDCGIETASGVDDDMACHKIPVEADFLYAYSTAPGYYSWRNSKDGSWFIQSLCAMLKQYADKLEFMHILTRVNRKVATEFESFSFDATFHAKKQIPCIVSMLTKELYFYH
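Assay system: Autoprocessing-dead procaspase-3 D3A mutant enzyme; also added: Ac-DEVD-pNA; doses: one concentration, 8.5 µM nominal, 0.8% DMSO; times: 1 h compound preincubation, 2 h substrate hydrolysis at 25 °C; technique: 405 nm absorbance of p-nitroaniline, reads at 0 and 120 min; measure: % activation between DMSO and enzyme-spiked controls; repeats: single replicate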
AHR activator = human AHR activation | P35869 | AHR-responsive luciferase reporter cells, luminescence | activation, % at 5 µM | actives 2.5% (n = 320,000); in the data active = activation above about 47%;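 also: 0% = vehicle wells and 100% = reference agonist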
An asterisk follows results filed as active; x = no result given. Rows are unselected, and some 3.5% of all compounds hit somewhere here.

SMILES	proCasp7 act	RPL19A TOR yeast	MEP2 TOR yeast	AGP1-GFP MLPCN	LAP4-GFP MLPCN	CIT2-GFP yeast	procasp3 activ	AHR activator
CC(C)(C)OC(=O)C[C@H]1C/C=C\C[C@@H](CC(=O)NCCO)C(=O)N[C@H](C(C)(C)C)COC1=O	5.9	102.7	99.7	104.5	102.0	91.9	4.2	-0.7
COc1ccccc1CN1CC(C(=O)NCCN2CCOC2=O)CCC1=O (configuration not stated)	x	107.2	102.4	92.7	83.6	92.4	x	x
COc1cc2c(cc1NC(=O)C(C)OC(=O)C1CC(=O)N(Cc3ccco3)C1)oc1ccccc12 (configuration not stated)	1.8	100.8	100.2	99.0	104.6	96.4	5.5	53.8*
CCOC(=O)N1CCN(c2c(NCCCN(CC)Cc3ccccc3)c(=O)c2=O)CC1	-6.4	109.8	108.9	103.5	99.9	95.2	-7.8	1.6
Cc1ccc(N(C(=O)C2CCC(=O)N2)C2(C(=O)NC3CCCC3)CCCCC2)cc1 (configuration not stated)	-2.7	100.5	106.5	105.1	95.4	99.5	3.2	-0.2
O=c1c(Cc2c(F)cccc2Cl)c(O)ccn1CC1CCCO1 (configuration not stated)	10.3	105.5	101.0	99.6	101.1	95.6	7.1	3.5
Cc1ccc(NC(=O)N(CCCN2CCOCC2)Cc2cc3cc4c(cc3[nH]c2=O)OCO4)cc1	0.6	86.8	88.9	84.4	86.6	77.8	-2.1	14.8
Clc1ccccc1OCc1nn2c(-c3ccncc3)nnc2s1	0.0	98.8	102.6	97.5	109.0	90.2	-7.8	11.8
CCc1cc(C(=O)c2ccc(OC)cc2)c(NC(=O)COCC(=O)O)s1	5.6	86.2	91.8	95.5	97.2	101.4	5.5	4.4
CCN(C(=S)NC(=O)c1ccco1)c1cccc2ccccc12	-10.1	94.8	97.0	93.2	88.6	99.2	-10.3	20.1
COc1cc(OC)c(S(=O)(=O)NCc2cccnc2)cc1NC(C)=O	5.2	97.2	91.2	99.5	115.1	88.7	12.3	-0.1
CCOP(=O)(OCC)c1nc(-c2ccc(OC)cc2)oc1N1CCOCC1	7.1	99.6	92.3	107.5	93.4	79.3	4.5	5.7
CC1(C)OC(=O)C(=NNc2ccccc2)C(=O)O1	0.1	113.8	106.9	109.4	103.4	104.6	2.3	-2.8
CN(CC(=O)Nc1ccccc1Sc1ccccc1)C1CCCCC1	1.8	92.4	89.7	93.1	91.7	98.7	1.4	1.2
CC(=O)N(c1ccc2oc(=O)sc2c1)S(=O)(=O)c1ccccc1	-23.1	103.3	105.7	104.1	97.1	99.9	-21.5	6.2
COc1ccc(CC(=O)NNC(=O)c2ccco2)cc1OC	-2.2	98.2	98.1	98.0	93.2	97.8	4.4	0.3
CSCCC(NS(=O)(=O)c1ccc(Cl)cc1)C(=O)OCC(=O)NC12CC3CC(CC(C3)C1)C2 (configuration not stated)	-0.5	104.7	95.7	101.6	95.3	95.4	-6.0	-1.7
O=C1COc2ccc(C(=O)COC(=O)CCSc3ccccc3)cc2N1	1.2	102.5	105.2	95.6	108.2	99.0	-4.3	7.8
COc1ccc(N2CCN(C3CCCN(Cc4cccc(C(C)=O)c4)C3)CC2)cc1 (configuration not stated)	12.2	105.6	105.0	103.8	86.2	106.9	1.1	6.9
N/C(CC(=O)Nc1cccc(C(F)(F)F)c1)=N/O	3.9	104.2	105.1	105.6	96.7	108.2	-2.1	12.1
COc1cccc(-c2nnc(SCC(=O)OC(C)C)n2N)c1	15.2	95.5	97.6	102.1	102.8	99.7	4.3	0.8
NNc1nc(-c2ccccc2)cc(-c2ccccc2)n1	-2.2	108.4	102.7	92.8	108.2	109.3	4.2	29.9
COc1ccccc1C(=O)N1CCN(c2nc3cc(C)c(C)cc3cc2C#N)CC1	-4.5	102.5	94.2	92.2	94.4	91.2	-7.3	6.1
O=C1/C(=C2/NCCN2C2CC(=O)N(c3ccccc3)C2=O)CC/C1=C\c1ccccc1 (configuration not stated)	-7.4	102.7	122.4	14.7	93.6	56.9	2.1	-2.2
CC(C)C1Oc2ccccc2N(CC(=O)N(Cc2ccccn2)CC2CCCO2)C1=O (configuration not stated)	8.2	103.4	82.9	104.2	92.7	104.2	7.0	-0.7

The list continues.
SMILES	proCasp7 act	RPL19A TOR yeast	MEP2 TOR yeast	AGP1-GFP MLPCN	LAP4-GFP MLPCN	CIT2-GFP yeast	procasp3 activ	AHR activator
Cc1c(CC(=O)O)c(=O)oc2cc3c(cc12)CCC(C)(C)O3	-8.4	94.7	100.8	90.6	85.5	93.8	-1.6	0.1
Cc1cc(OC(C)C(=O)NCc2ccccn2)c2c(C)cc(=O)oc2c1 (configuration not stated)	-5.0	102.1	105.2	99.3	91.5	105.6	-6.3	9.1
COC(=O)Nc1ccc(S(=O)(=O)Nc2cnc3ccccc3n2)cc1	2.1	95.2	91.1	93.7	91.3	95.2	-3.0	1.2
CC(C)(C)NC(=O)C1c2ccccc2Oc2ccccc21	5.1	110.5	110.1	110.1	102.0	114.6	-5.8	-0.8
C/C(=N\OC(=O)c1ccc(F)cc1)c1sc(-c2ccccc2)nc1C	13.6	100.2	105.2	104.6	108.3	110.0	-3.4	7.4
Cc1nc2scc(-c3ccco3)c2c(=O)n1/N=C/N(C)C	-9.7	99.9	107.5	103.0	111.2	97.5	-11.1	-0.2
Oc1ccc(C[C@@H]2CNCCN2CCc2cccc3ccccc23)cc1	3.5	94.2	90.5	82.5	118.8	92.1	-4.5	-0.2
NC(=O)CCn1nc(-c2ccccc2)c2ccccc2c1=O	0.8	101.2	101.9	106.4	105.9	95.2	-7.7	-2.4
Cc1nn(CC(=O)OCC(=O)Nc2cccc(S(N)(=O)=O)c2)c(C)c1[N+](=O)[O-]	-5.5	97.1	95.1	102.0	103.8	84.4	1.4	-1.4
O=C(CN(CCCN1CCOCC1)C(=O)Cn1nnc(-c2ccc(F)cc2)n1)NC1CCCCC1	3.0	96.6	98.4	96.8	97.9	94.5	2.6	0.8
O=[N+]([O-])c1ccc(NC(=S)N/C(=N/CS(=O)(=O)c2ccccc2)c2ccccc2)cc1	3.4	101.9	111.1	103.0	101.1	101.4	5.7	0.6
CCOC(=O)c1c(C)[nH]c(C(=O)OCC(=O)Nc2ccc(Cl)cn2)c1C	15.7	91.9	92.1	91.7	96.5	84.4	-5.9	4.9
Cn1ccnc1SCC(=O)c1ccc(O)cc1	-18.9	101.3	96.2	111.2	104.5	105.4	-14.9	14.7
COC(=O)c1c(NC(=S)Nc2ccccc2Cl)sc(C)c1C	-12.3	102.4	106.9	109.8	101.9	109.3	-10.7	6.6
O=C(O)c1cccc2c1C(=O)c1ccc(-c3ccc(Cl)c(C(F)(F)F)c3)cc1S2(=O)=O	2.1	96.4	97.1	88.4	103.8	86.4	4.0	4.6
COc1ccccc1NC(=O)CSc1nc2c(oc3ccccc32)c(=O)n1C	-15.4	99.1	105.4	95.5	97.0	100.4	2.9	3.5
Cc1ccc(S(=O)(=O)n2nc(C)c(Br)c2C)c(C)c1C	4.9	102.4	110.0	95.2	103.4	99.5	-8.0	4.8
O=C(NNC(=O)c1ccccc1F)c1ccc(S(=O)(=O)N2CCCCC2)cc1	-7.8	103.0	113.8	101.0	93.0	124.8	-1.7	1.0
O=C1C2CCCN2C(c2ccccc2)N1c1ccc(Cl)cc1 (configuration not stated)	7.4	96.6	99.3	98.2	107.8	88.9	4.5	1.7
O=C(O)c1ccc(N2C(=O)CC(SC(=Nc3ccccc3)Nc3ccccc3)C2=O)cc1 (configuration not stated)	3.1	106.0	104.5	98.9	93.3	106.0	-7.3	-0.7
O=C(COc1ccc(F)cc1Br)N1CCN(c2ncccn2)CC1	5.5	92.2	94.9	95.9	98.8	x	-2.3	-0.5
COc1cc(OC)cc(C(=O)Nc2cc(C)nn2-c2ccccc2)c1	-2.6	100.9	93.0	106.2	104.3	100.7	-11.2	13.8
CCOC(=O)c1nc(-c2ccc3c(c2)OCO3)[nH]c1C	-1.8	102.0	100.7	97.9	104.3	97.9	3.8	101.7*
CCc1cc(C(=O)NCC(c2ccco2)N2CCCCC2)sc1C (configuration not stated)	-2.5	93.8	98.6	94.4	99.7	85.9	-3.9	2.6
COc1ccc([N+](=O)[O-])cc1NC(=O)c1cccs1	11.3	92.8	100.1	x	96.3	94.7	-2.4	22.4

Further records follow.
SMILES	proCasp7 act	RPL19A TOR yeast	MEP2 TOR yeast	AGP1-GFP MLPCN	LAP4-GFP MLPCN	CIT2-GFP yeast	procasp3 activ	AHR activator
Cc1cccc(C(=O)NC2CC3CCCC(C2)N3C(=O)Nc2ccccc2)c1 (configuration not stated)	7.4	98.8	96.5	89.9	83.9	91.1	1.7	3.1
S=C(NCCc1ccccc1)N/N=C/c1ccccc1Cl	13.0	90.5	94.5	89.0	95.2	82.3	-3.4	4.5
CC1CCCN(CCCNC(=O)C2CC(=O)N(c3ccc(F)c(Cl)c3)C2)C1 (configuration not stated)	-3.3	97.1	97.9	95.2	96.9	92.8	-2.3	-0.3
Cc1onc(NC(=O)c2ccc([N+](=O)[O-])o2)c1Br	1.5	106.8	107.0	114.2	115.7	110.6	-7.5	1.9
COc1ccc(OC)c2[nH]c(=O)c(CCNC(=O)c3cc4ccccc4o3)cc12	1.4	100.5	108.9	104.3	100.1	96.8	0.7	5.0
COc1ccc(C(=O)CSc2ncn[nH]2)cc1OC	-6.0	96.5	103.7	95.8	97.7	95.3	-10.2	4.2
O=S(=O)(NC1CCCCC1NCc1ccco1)c1ccc(Cl)cc1 (configuration not stated)	1.3	93.3	97.2	100.2	100.4	99.4	-5.9	-0.4
O=C(OCC(=O)N1c2ccccc2Sc2ccccc21)C1CC(=O)N(Cc2ccco2)C1 (configuration not stated)	-0.7	102.7	102.5	105.3	104.3	110.3	4.3	-1.4
O=C(Nc1cccc2c1CCCC2)c1cc([N+](=O)[O-])ccc1Cl	-0.8	98.5	106.2	106.5	106.2	94.1	3.5	3.1
O=C(CN1CCCc2ccccc21)N/N=C/c1ccc(O)cc1O	6.4	98.7	93.4	92.6	84.4	95.5	8.2	53.5*
O=C(c1ccc(N2CCCC2=O)cc1)N1CCOCC1	2.0	97.3	94.2	96.1	87.7	84.1	-2.9	1.2
COc1ccccc1NC(=O)CSCc1cc(=O)n2ccsc2n1	6.2	103.1	103.1	104.4	101.5	110.4	6.1	3.1
Cc1c(NC(=O)CN2C(=O)C3C4C=CC(C4)C3C2=O)c(=O)n(-c2ccccc2)n1C (configuration not stated)	-4.2	99.6	102.8	95.8	91.5	91.4	-16.0	3.2
CCOC(=O)c1c(-c2ccccc2)csc1NC(=O)CSc1nnnn1C	3.6	98.2	103.6	97.7	121.6	93.4	-12.9	9.3

Single records, from the list above. Screens in order: proCasp7 act	RPL19A TOR yeast	MEP2 TOR yeast	AGP1-GFP MLPCN	LAP4-GFP MLPCN	CIT2-GFP yeast	procasp3 activ	AHR activator
O=C1C2CCCN2C(c2ccccc2)N1c1ccc(Cl)cc1 (configuration not stated) in the list: 7.4	96.6	99.3	98.2	107.8	88.9	4.5	1.7
CCOC(=O)c1c(C)[nH]c(C(=O)OCC(=O)Nc2ccc(Cl)cn2)c1C in the list: 15.7	91.9	92.1	91.7	96.5	84.4	-5.9	4.9
O=C(CN1CCCc2ccccc21)N/N=C/c1ccc(O)cc1O in the list: 6.4	98.7	93.4	92.6	84.4	95.5	8.2	53.5*
CCc1cc(C(=O)c2ccc(OC)cc2)c(NC(=O)COCC(=O)O)s1 in the list: 5.6	86.2	91.8	95.5	97.2	101.4	5.5	4.4
CCOC(=O)c1nc(-c2ccc3c(c2)OCO3)[nH]c1C in the list: -1.8	102.0	100.7	97.9	104.3	97.9	3.8	101.7*
